Source: PubChem BioAssay
EWS-Fli block: EWS/Fli-driven NR0B1 reporter inhibitors, primary screen, A673 cells, NR0B1 luciferase, luminescence, MLPCN library; viability-normalised; inhibition, % at 12.6 µM; hit rate 0.67% among 350,000; AID 651661, 2012;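 active means mean inhibition of at least 50% after viability correction, with every replicate also passing that limit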;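 further: firefly luciferase signal divided by Alamar Blue viability fluorescence both relative to DMSO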
S100A4 inh HTS: inhibitors of S100A4-myosin IIA peptide binding, primary screen, biochemical, fluorescence polarization, TAMRA-MyoIIA peptide; Protein S100-A4 (Homo sapiens), P26447; inhibition, % at 10.7 µM; hit rate 0.14% among 360,000;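 active means mean inhibition of at least 70% across replicates, with every replicate also reaching that level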
Target sequence (P26447 whole entry, looked up): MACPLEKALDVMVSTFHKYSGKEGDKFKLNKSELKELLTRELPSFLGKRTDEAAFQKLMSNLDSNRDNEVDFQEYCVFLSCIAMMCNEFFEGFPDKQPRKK
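Material: S100A4 monomer (human). Medium: Calcium-containing HEPES buffer, pH 7.2. Probe or stimulus: labelled myosin peptide probe, 5 nM. Compound dosing: one concentration per compound. Timing: polarization read 5 min after assay mix addition, stable 5–60 min. Benchmarks: DMSO as neutral control, TFP as positive control.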
E-selectin induc: E-selectin induction in HUVECs, primary screen, imaging, HUVEC, immunofluorescence imaging, single point; P16581; normalized: neutral wells 0, TNF-alpha wells 100; activation, % at 7.58 µM; hit rate 0.37% among 260,000; AID 686992, 2013;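 active means mean E-selectin-positive cell signal at least 10% of the positive control, reached in at least 60% of replicates, without over 20% cell loss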;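 further: in these data hits start at about 27%; measured in HUVEC primary endothelial cells; signal is the percent of cells scored E-selectin positive by PE staining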
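Test system: HUVEC; input: 3,000 HUVEC/well; measured by: immunofluorescence imaging; read-out: % PE-positive cells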
RAD52 anneal inh: RAD52 DNA annealing inhibitors, primary screen, biochemical, FRET, single point, set 2 | recombinant RAD52 DNA annealing, FRET fluorescence | inhibition, % at 18.7 µM | hit rate 0.46% among 360,000 | DNA repair protein RAD52 homolog (Homo sapiens), P43351;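 active means every replicate showing at least 50% inhibition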
Target sequence (P43351 whole entry, looked up): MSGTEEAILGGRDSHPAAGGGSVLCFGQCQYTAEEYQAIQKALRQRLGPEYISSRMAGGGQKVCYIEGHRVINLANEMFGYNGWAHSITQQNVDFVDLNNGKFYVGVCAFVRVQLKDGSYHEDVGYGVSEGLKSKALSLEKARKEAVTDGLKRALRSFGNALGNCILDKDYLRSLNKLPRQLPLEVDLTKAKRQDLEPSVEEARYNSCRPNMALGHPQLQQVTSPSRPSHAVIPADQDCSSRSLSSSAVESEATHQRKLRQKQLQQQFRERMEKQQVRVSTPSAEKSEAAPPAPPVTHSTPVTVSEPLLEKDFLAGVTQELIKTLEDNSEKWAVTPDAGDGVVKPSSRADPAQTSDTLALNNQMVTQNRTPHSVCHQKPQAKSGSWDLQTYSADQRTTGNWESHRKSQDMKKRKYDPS
RAD54 branch: inhibitors of human RAD54 branch migration, primary screen, biochemical, fluorescence, single point; hit rate 0.14% among 360,000; RAD54 Holliday junction branch migration, FAM/BHQ fluorescence; DNA repair and recombination protein RAD54-like (Homo sapiens), Q92698; AID 602329, 2012; inhibition, % at 10.4 µM;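 active means mean normalized replicate activity at least 40 and at least half of replicates scoring 40 or more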;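 further: 0% = median of neutral control wells and 100% = median of positive control wells; inhibitors cause a drop in the FAM fluorescence signal; in these data hits start at about 50%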
FN deposition inh: inhibitors of fibronectin matrix deposition, primary screen, AH1F cells, Alexa488-fibronectin fluorescence, plate reader; inhibition, % at 12.6 µM; hit rate 0.086% among 350,000; AID 743247, 2014; AH1F fibroblasts, overnight;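 active means mean inhibition across replicates of 30% or more, regardless of how many single replicates reach that level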;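 further: positive control wells lacked labelled fibronectin entirely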
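Measured by – fluorescence 485/525 nm · System – AH1F fibroblast monolayer, labelled fibronectin deposition · Amount – 10000 cells per well · Buffer or medium – serum-reduced DMEM (2% serum) · Doses – single dose, pinned · Also added – fluorescent fibronectin at 24 nM final · Schedule – 1 h cell attachment, overnight exposure to compound and label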
esBAF inh: Bmi1 luciferase reporter increase in mESCs, primary screen, esBAF inhibitor project, mouse ES cells, Bmi1 luciferase knock-in, single point | reporter increase, % at 12.5 µM | 24 h; 100% = twice the neutral-well signal | hit rate 2% among 350,000; in the data active means activation above about 40%;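 further: 0% = median of the plate's neutral control wells and 100% = double that signal; a rise in the Bmi1 reporter signal indicates esBAF inhibition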
Xi reactivation: activators of inactive X chromosome reactivation, primary screen, imaging, XiGFP fibroblasts, GFP high-content imaging, set 2. XiGFP mouse fibroblasts, % GFP-positive cells imaging, 3 d; cells co-treated with 5-aza-dC sensitizer; scaled so ellipticine positive control = 100%. hit rate 0.055% among 360,000. activation, % at 7.58 µM;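 active means mean normalized replicate activation at least 10% and every replicate at or above 10%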;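 further: 0% = median of on-plate neutral control wells and 100% = ellipticine 6 µM median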
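Assay system – SV40-immortalized XiGFP fibroblast cells, line 68-5-11 · Buffer or medium – DMEM supplemented with 5-aza-dC as sensitizing agent · Dosing – one concentration, pinned · Benchmarks – positive control ellipticine, 6 µM final · Times – 3 days compound exposure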
The depositor's hits bear a star; i = inactive; · = not tested or not shown.

Sample of the layout (9 entries):
SMILES | EWS-Fli block | S100A4 inh HTS | E-selectin induc | RAD52 anneal inh | RAD54 branch | FN deposition inh | esBAF inh | Xi reactivation
Cc1ccccc1NC(=O)Nc1c(C)n(C)n(-c2ccccc2)c1=O | -6 | -1 | 0.0 | -12 | -11 | · | -7 | 0.5
CNC[C@@H]1Oc2ccc(NC(=O)Nc3c(C)noc3C)cc2C(=O)N([C@H](C)CO)C[C@@H]1C | 4 | 8 | -0.2 | -2 | 7 | -12 | 3 | 0.6
CCOC(=O)c1c(NC(=O)CSc2nccn2C)sc(C(=O)NC)c1C | -15 | -1 | · | -6 | 16 | 7 | · | 0.1
O=C(Nc1cccnc1)C1Cc2c(-c3ccccc3Oc3ccccc3)ccnc2O1 (stereo not given) | -1 | -6 | 9.4 | -5 | 1 | -1 | · | -0.1
CNC[C@H]1Oc2c(NS(=O)(=O)c3cn(C)cn3)cccc2C(=O)N([C@@H](C)CO)C[C@H]1C | 0 | 1 | 0.5 | -8 | -6 | -4 | -3 | 0.4
CC(=O)O[C@@H]1C=C[C@@H](C#Cc2ccc(C(C)(C)C)cc2)O[C@@H]1COC(=O)NCc1ccccc1 | 5 | -5 | -0.3 | -22 | · | -7 | · | 0.0
COC(=O)c1ccccc1NC(=O)C1CCN(C(=O)c2cc(OC)c(OC)c(OC)c2)CC1 | · | -5 | · | -6 | 2 | · | -2 | ·
CCOC(=O)c1cccc(OS(=O)(=O)Cc2ccccc2)c1 | -3 | 2 | 0.0 | -6 | -9 | -2 | 13 | -0.1
Cc1ccc(S(=O)(=O)N2CCN(C(=O)CSc3nnc(C)s3)C2)cc1 | 8 | -3 | -0.2 | -7 | -11 | 7 | -2 | 0.3

The whole of this part, previewed entries included:
SMILES | EWS-Fli block | S100A4 inh HTS | E-selectin induc | RAD52 anneal inh | RAD54 branch | FN deposition inh | esBAF inh | Xi reactivation
Cc1ccccc1NC(=O)Nc1c(C)n(C)n(-c2ccccc2)c1=O | -6 | -1 | 0.0 | -12 | -11 | · | -7 | 0.5
CNC[C@@H]1Oc2ccc(NC(=O)Nc3c(C)noc3C)cc2C(=O)N([C@H](C)CO)C[C@@H]1C | 4 | 8 | -0.2 | -2 | 7 | -12 | 3 | 0.6
CCOC(=O)c1c(NC(=O)CSc2nccn2C)sc(C(=O)NC)c1C | -15 | -1 | · | -6 | 16 | 7 | · | 0.1
O=C(Nc1cccnc1)C1Cc2c(-c3ccccc3Oc3ccccc3)ccnc2O1 (stereo not given) | -1 | -6 | 9.4 | -5 | 1 | -1 | · | -0.1
CNC[C@H]1Oc2c(NS(=O)(=O)c3cn(C)cn3)cccc2C(=O)N([C@@H](C)CO)C[C@H]1C | 0 | 1 | 0.5 | -8 | -6 | -4 | -3 | 0.4
CC(=O)O[C@@H]1C=C[C@@H](C#Cc2ccc(C(C)(C)C)cc2)O[C@@H]1COC(=O)NCc1ccccc1 | 5 | -5 | -0.3 | -22 | · | -7 | · | 0.0
COC(=O)c1ccccc1NC(=O)C1CCN(C(=O)c2cc(OC)c(OC)c(OC)c2)CC1 | · | -5 | · | -6 | 2 | · | -2 | ·
CCOC(=O)c1cccc(OS(=O)(=O)Cc2ccccc2)c1 | -3 | 2 | 0.0 | -6 | -9 | -2 | 13 | -0.1
Cc1ccc(S(=O)(=O)N2CCN(C(=O)CSc3nnc(C)s3)C2)cc1 | 8 | -3 | -0.2 | -7 | -11 | 7 | -2 | 0.3
CCCCC(CC)CNCc1cccn1CCN1CCOCC1 (stereo not given) | 4 | 6 | · | -1 | 15 | 5 | 3 | -0.2
Cc1ccc(CNC(=O)C23CN(Cc4ccccc4)CC2C(c2ccc([N+](=O)[O-])cc2)=NO3)cc1 (stereo not given) | 0 | -3 | 0.3 | -8 | -7 | -7 | 0 | 0.1
COC(=O)c1c(-c2ccc(OC)cc2)sc2ccc(N3CCOCC3)cc12 | 13 | -3 | 0.0 | 4 | 12 | 5 | 42* | 0.0
CO[C@H]1CN(C)C(=O)c2cc(NS(C)(=O)=O)ccc2OC[C@@H](C)N(CC2CCCCC2)C[C@H]1C | -1 | 4 | -0.3 | 4 | 0 | 3 | -2 | 0.1
CC1Cc2ccccc2N1C(=O)C(C)n1cc(C(F)(F)F)cc(Cl)c1=O (stereo not given) | 10 | -4 | · | -14 | -1 | 1 | -3 | -0.1
CN(C)CC(=O)Nc1ccc2c(c1)[C@H]1C[C@@H](CC(=O)N3CCCCC3)O[C@@H](CO)[C@H]1O2 | 1 | 7 | 0.5 | -8 | 3 | · | -2 | 0.3
Cc1noc(C)c1NC(=O)Nc1cccc2c1O[C@H](CN(C)Cc1ccc(C(=O)Nc3ccccc3N)cc1)[C@@H](C)CN([C@@H](C)CO)C2=O | -8 | -2 | 1.0 | 14 | · | -1 | · | 0.1
C[C@@H]1CN([C@@H](C)CO)C(=O)c2cc(NC(=O)Nc3ccccc3)ccc2O[C@H]1CN(C)S(=O)(=O)c1cn(C)cn1 | -9 | 67 | 0.0 | -10 | -1 | · | -5 | 0.0
O=C(/C=C/c1ccc([N+](=O)[O-])cc1)N1CCN(S(=O)(=O)c2ccccc2)CC1 | 6 | -12 | -0.3 | -18 | · | · | 3 | 0.2
CO[C@@H](CN(C)C(=O)c1cnccn1)[C@@H](C)CN([C@@H](C)CO)S(=O)(=O)c1ccccc1 | 0 | 0 | 0.0 | -5 | 0 | 1 | 1 | 0.0
O=C(Cc1csc(-c2ccccc2)n1)NCc1ccco1 | 3 | -7 | -2.5 | 0 | 1 | 11 | -2 | 0.0
C[C@@H]1CN([C@H](C)CO)C(=O)c2cc(NS(C)(=O)=O)ccc2O[C@H]1CN(C)Cc1ccc(C(=O)Nc2ccccc2N)cc1 | 1 | 4 | · | 12 | -1 | · | 5 | -0.4
Cc1ccc(S(=O)(=O)Nc2ccc3c(c2)CC(=O)N([C@H](C)CO)C[C@H](C)[C@H](CN(C)S(=O)(=O)c2ccccc2)O3)cc1 | 4 | · | -0.1 | · | 2 | 3 | -7 | 0.1
O=C(CN1CCN(Cc2ccccc2F)C1=O)NCC1CCCO1 (stereo not given) | -13 | 52 | · | -8 | -12 | -2 | · | -0.2
Cc1noc(C)c1NC(=O)N(C)C[C@@H]1OCCCC[C@H](C)Oc2ccc(NC(=O)Nc3ccc(F)cc3)cc2C(=O)N([C@H](C)CO)C[C@@H]1C | 3 | 8 | -0.4 | 8 | -11 | -4 | -2 | 0.1
CCOc1ccc(/C(CCC(=O)O)=N/NC(=S)NCCc2ccccc2)cc1 | -4 | -1 | -0.1 | -39 | · | 3 | · | 0.0
(further entries)
SMILES | EWS-Fli block | S100A4 inh HTS | E-selectin induc | RAD52 anneal inh | RAD54 branch | FN deposition inh | esBAF inh | Xi reactivation
C[C@@H]1CN([C@@H](C)CO)C(=O)c2cc(NC(=O)C3CC3)ccc2O[C@H]1CN(C)S(=O)(=O)c1ccccc1 | 4 | -2 | -0.1 | 7 | -6 | -1 | -1 | 0.2
COc1ccc(NC(=O)c2sc3nc(N4CCCC4)c4c(c3c2N)CC(C)(C)OC4)c(OC)c1 | 4 | -5 | · | -9 | 2 | 5 | 2 | 0.0
COc1ccc(C(=O)Nc2nnc(C)s2)cc1S(=O)(=O)N1CCOCC1 | 8 | -5 | 0.0 | -6 | 4 | 0 | -4 | -0.2
O=C(O)CCN1C(=O)/C(=C/c2cn(-c3ccccc3)nc2-c2cccs2)SC1=S | 3 | 2 | 3.9 | i | · | -3 | · | 0.0
O=c1c(CN2CCN(c3ccccn3)CC2)coc2ccccc12 | -11 | 7 | · | -1 | · | -3 | · | 0.1
COc1cccc(CN2CCC2(C)C(=O)Nc2cccc(Oc3ccccc3)c2)c1OC (stereo not given) | 11 | -6 | -0.1 | -13 | -21 | -3 | 8 | 0.0
C[C@H](CO)N1C[C@H](C)[C@H](CN(C)C(=O)C2CC2)Oc2ncc(C#Cc3ccccc3)cc2C1=O | -12 | 4 | 0.3 | 16 | -3 | 5 | -6 | 0.2
O=[N+]([O-])c1ccc(CS(=O)c2ccccc2)cc1 (stereo not given) | -11 | 2 | -0.2 | 0 | · | · | · | 0.0
COCC(=O)N(C)C[C@@H]1Oc2cc(C#CC3CC3)ccc2S(=O)(=O)N([C@H](C)CO)C[C@@H]1C | -2 | -7 | -2.0 | -21 | 0 | -2 | -3 | -0.4
C[C@@H]1CN([C@H](C)CO)C(=O)Cc2cc(NS(=O)(=O)c3cn(C)cn3)ccc2O[C@H]1CN(C)Cc1ccccc1 | -3 | 3 | -0.1 | 9 | -7 | · | 1 | 0.0
COc1cc(/C=C/C(=O)O)cc(S(=O)(=O)Nc2ccccc2C(=O)NCc2ccco2)c1OC | 6 | 13 | 0.1 | -7 | -2 | 9 | -12 | 0.0
C[C@H](CO)N1C[C@H](C)[C@H](CN(C)C(=O)c2ccccc2)OCCCC[C@H](C)Oc2ccc(N(C)C)cc2C1=O | 0 | -2 | 0.0 | -9 | 4 | · | -1 | 0.0
O=C(COC(=O)/C=C/c1ccc(Cl)cc1)NC1CC1 | -1 | -3 | -1.4 | 0 | 8 | -1 | -1 | 0.0
CC=Cc1ccc2n(c1=O)C[C@@H]1[C@@H](CO)[C@H](C(=O)NCCc3ccccc3)N(C(=O)CC)[C@H]21 (mixture of isomers) | -6 | 5 | -0.3 | -7 | -10 | · | -3 | -0.1
CCn1nc(C)c(/C=N/NC(=O)CSc2ccccn2)c1C | -46 | -4 | · | -11 | 5 | 0 | · | 0.5
CCCNC(=O)Nc1ccc2c(c1)C(=O)N(C)[C@@H]1CC[C@H](CC(=O)O)O[C@H]1CO2 | 5 | · | 0.1 | · | -7 | -19 | -2 | 0.1
CO[C@H]1CN(C)C(=O)c2ccc(NC(=O)C3CCCCC3)cc2OC[C@@H](C)NC[C@H]1C | -1 | 9 | 0.1 | -15 | 16 | 2 | -1 | -0.2
Cc1cc(C(=O)COC(=O)c2cccc(O)c2)c(C)n1C1CC1 | -28 | -4 | · | -1 | -4 | 2 | -35 | -0.2
O=C(Cc1cccs1)Nc1ccc(F)cc1F | -5 | -1 | 0.3 | -16 | 0 | -6 | 3 | 0.0
O=C(O)C[C@@H]1C[C@@H]2c3cc(NC(=O)Nc4ccc(F)cc4)ccc3O[C@@H]2[C@H](CO)O1 | 6 | 2 | 0.9 | 1 | -16 | 1 | -2 | -0.1
COc1ccc(CC(=O)Nc2nnc(C(C)(C)C)s2)cc1OC | 16 | 6 | 1.3 | -5 | · | -5 | · | 0.3
O=C(C[C@@H]1C[C@H]2c3cc(NC(=O)Nc4ccccc4)ccc3O[C@H]2[C@H](CO)O1)NCc1cccc(F)c1 | 0 | 3 | 0.8 | -2 | 4 | -8 | 4 | 0.0
